C-LANA FP – KSHV C-LANA DNA binding inhibition; MBP-C-LANA/FAM-LBS DNA binding, fluorescence polarization; inhibition, % at 9 µM; actives 0.078% (n = 340,000); AID 504423;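 active = highest replicate inhibition at or above 60% at 9 µM, even if other replicates fall short; inactive = all replicates below 60% inhibition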;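 also: 0% = neutral control wells and 100% = 4 µM acridine orange control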
cardiac RTF act – increases calcium sensitivity of human cardiac regulated thin filaments; IANBD-labeled TnC RTF fluorescence at EC20 calcium; 0% EC20 calcium, 100% full calcium; activation, % at 7.2 µM; actives 0.24% (n = 340,000); AID 493008;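 active = activation above the mean over all tested compounds plus 3 SD, cut at about 30% in these data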;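 also: rise in fluorescence read as greater calcium sensitivity of cardiac thin filaments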
Mot1-301 SUMO – blocks SUMOylation pathway, rescuing yeast Mot1-301 growth | S. cerevisiae Mot1-301 growth rescue, ATP luminescence, 38.5C; percent above DMSO median, 100 means doubled | growth rescue, % at 18.8 µM | actives 1% (n = 320,000) | AID 2716;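 active = every valid replicate shows activation above 250% relative to neutral control wells; inactive = the rest, any valid replicate at or below 250%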;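 also: OY570 slx delta 5 strain wells were the positive control but not used for scaling; some compounds called inactive have numbers as strong as hits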
Rtt109 HAT inh – C. albicans Rtt109 histone acetyltransferase inhibition; purified Rtt109/Vps75, ThioGlo CoA-SH fluorescence, 4 h; inhibition, % at 34.9 µM; actives 0.16% (n = 330,000); AID 540336;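 active = inhibition of at least 50% in every replicate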
PvdQ inh – blocks Pseudomonas aeruginosa PvdQ acylase activity. purified PvdQ acylase, fluorescence plate reader. inhibition, % at 10 µM. actives 0.063% (n = 340,000). AID 488965; in the data active = inhibition above about 30%, passing the limit was not always enough;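 also: 0% = vehicle neutral wells and 100% = reference inhibitor wells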
Keap1-Nrf2 PPI – disrupts human Keap1 binding to Nrf2 peptide. Q14145. actives 0.15% (n = 340,000). Keap1 Kelch-Nrf2 peptide fluorescence polarization, 1536-well. inhibition, % at 9.4 µM; in the data active = inhibition above about 12%;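 also: human Keap1 Kelch domain with fluorescein labeled Nrf2 9mer peptide probe; 0% = neutral control wells and 100% = peptide positive control; higher means more block of Keap1 binding to Nrf2 peptide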
dFosB act – activators of mouse delta FosB homodimer; activation, % at 25 µM; purified delta FosB, TAMRA-CDK5 oligo fluorescence polarization; percent of positive-control signal above neutral wells; P13346; actives 0.99% (n = 340,000);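 active = mean activation above about 17%, with every replicate also reaching it, limit read from the data, passing the limit was not always enough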;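 also: fluorescence polarization rise as delta FosB binds a TAMRA Cdk5 AP-1 oligo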
Target sequence (P13346 whole entry, looked up): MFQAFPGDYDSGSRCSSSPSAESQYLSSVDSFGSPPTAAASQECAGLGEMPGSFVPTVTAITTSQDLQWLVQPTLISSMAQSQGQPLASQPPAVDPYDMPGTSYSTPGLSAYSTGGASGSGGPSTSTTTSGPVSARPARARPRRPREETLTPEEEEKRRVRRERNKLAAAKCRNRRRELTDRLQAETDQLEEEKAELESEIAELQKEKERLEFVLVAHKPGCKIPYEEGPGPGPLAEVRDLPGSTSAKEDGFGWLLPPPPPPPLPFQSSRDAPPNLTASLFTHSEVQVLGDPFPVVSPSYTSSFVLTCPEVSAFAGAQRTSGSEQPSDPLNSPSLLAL
CDK5 inh – blocks human CDK5/p35 kinase activity. Recombinant CDK5/p35, ADP-Glo luminescence, 60 min. inhibition, % at 10 µM. actives 0.01% (n = 330,000). AID 488839. Q00535+Q15078;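 active = highest replicate inhibition of at least 50% and at least 75% of replicates reaching 50%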;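 also: plate controls were DMSO neutral control for no effect and GW8510 at 10 µM for full effect; many of its hits are not listed in these tables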
Target sequence (Q00535 whole entry, looked up): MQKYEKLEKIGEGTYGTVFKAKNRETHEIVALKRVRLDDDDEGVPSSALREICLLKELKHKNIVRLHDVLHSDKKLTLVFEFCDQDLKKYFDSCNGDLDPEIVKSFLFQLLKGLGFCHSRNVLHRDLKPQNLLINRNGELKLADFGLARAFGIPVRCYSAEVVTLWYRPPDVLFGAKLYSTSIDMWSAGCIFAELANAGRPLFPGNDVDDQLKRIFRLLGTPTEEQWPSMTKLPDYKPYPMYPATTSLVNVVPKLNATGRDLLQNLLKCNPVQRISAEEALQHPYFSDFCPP
Target sequence (Q15078 whole entry, looked up): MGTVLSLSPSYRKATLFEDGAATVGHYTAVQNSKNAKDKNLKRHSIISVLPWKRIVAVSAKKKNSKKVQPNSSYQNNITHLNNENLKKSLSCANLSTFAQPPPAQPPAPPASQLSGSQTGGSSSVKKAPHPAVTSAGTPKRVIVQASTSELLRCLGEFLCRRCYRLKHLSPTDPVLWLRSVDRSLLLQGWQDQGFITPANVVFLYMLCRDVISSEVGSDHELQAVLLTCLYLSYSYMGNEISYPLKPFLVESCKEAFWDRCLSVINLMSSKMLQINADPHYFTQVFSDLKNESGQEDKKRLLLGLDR
PfHsp90 yeast 2 – reduces growth (ATP signal) of yeast expressing P. falciparum Hsp90; inhibition, % at 9.4 µM; AID 504621; actives 0.32% (n = 310,000); S. cerevisiae expressing PfHsp90, BacTiter-Glo ATP, 48 h; yeast lacking PDR1 and PDR3 efflux regulators;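 active = every replicate shows inhibition above about 80%, whatever the replicate mean, limit read from the data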;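 also: 0% = DMSO neutral controls and 100% = 20 µM radicicol positive controls; yeast relying on Plasmodium falciparum Hsp90 in place of its own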
Cardiac RTF inh – cardiac RTF calcium desensitization | P19429+P45379 | IANBD-labeled cardiac RTF, Ca2+ fluorescence | inhibition, % at 7.15 µM | actives 0.12% (n = 340,000);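 active = inhibition above the mean inhibition of all tested compounds plus 3 SD, cut at about 17% in these data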;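 also: assay run at fixed EC70 calcium of 1.6 mM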
NSD2 HMT inh – NSD2 (human) methyltransferase inhibition; actives 0.54% (n = 310,000); NSD2 peptide methylation, AlphaScreen, 120 min; O96028; inhibition, % at 12.5 µM; in the data active = inhibition above about 50%
* = called active by the depositor; i = inactive; nt = no result given. Outcome played no part in choosing rows; about 3.2% have a hit in one of these screens.

SMILES	C-LANA FP	cardiac RTF act	Mot1-301 SUMO	Rtt109 HAT inh	PvdQ inh	Keap1-Nrf2 PPI	dFosB act	CDK5 inh	PfHsp90 yeast 2	Cardiac RTF inh	NSD2 HMT inh
c1cc2c(cc1NC1CCCCCC1)OCO2	0.5	-2	i	3	-1	-1	-2	0.1	-7	1	nt
Cn1c(=O)c2c(nc(NCCCO)n2C/C=C/c2ccccc2)n(C)c1=O	7.9	0	0	4	-20	1	-3	1.9	14	-10	26
CC(NC(=O)COC(=O)c1cccnc1Cl)C12CC3CC(CC(C3)C1)C2 (centres undefined)	-1.3	-2	2	3	-4	-3	-2	-0.2	-4	5	1
CC1CC1C(=O)N1CCN(S(=O)(=O)c2cc(C(F)(F)F)cc(C(F)(F)F)c2)CC1 (centres undefined)	-0.1	-6	1	4	-9	0	-7	1.5	-1	-1	-4
Cc1ccc2c(CN3CCCCC3C)cc(=O)oc2c1 (centres undefined)	-1.8	0	110	0	-11	1	2	0.2	16	-3	0
CCOC(=O)/C=C1\SCC(=O)N1CC(=O)Nc1cc(S(=O)(=O)N(C)C)ccc1C	-1.0	2	11	2	1	-9	-5	0.7	2	-7	0
CCc1ccc(CN(C)C(=O)CCc2nnc(CCc3ccccc3OC)o2)nc1	-0.6	11	-1	-3	-8	-7	-9	2.0	-21	-2	-1
COc1cc(C2C3C(=O)N(c4ccc(F)cc4)C(=O)C3ON2c2ccccc2)ccc1O (centres undefined)	1.2	1	104	5	-7	-1	-8	-2.0	-1	-5	1
COc1cc([N+](=O)[O-])ccc1N1C(=O)C2C3C=CC(C4CC34)C2C1=O (centres undefined)	-0.9	2	36	-15	-1	0	4	-0.4	-19	2	6
COc1cccc(NC(=O)CCC(=O)Nc2cccc(OC)c2)c1	0.5	-3	21	0	-6	-3	-12	0.0	-3	1	1
CCc1ccccc1NC(=O)c1cc(=O)c2ccccc2o1	-1.3	-3	5	15	3	-6	-2	-0.5	-1	0	-1
COc1ccc(-c2cc(C3CC3)nc(N)c2C#N)cc1	0.8	-1	-8	9	10	-7	-6	2.8	-10	-3	-2
Cc1cccc(NC(=O)c2cnc3n(c2=O)CCS3)c1	1.9	-5	-12	-19	-12	-4	-6	0.4	14	-9	0
COc1ccccc1NC(=S)NNC(=O)c1nn(C)c(C)c1Br	-1.1	-3	9	4	9	2	-10	0.9	-16	11	-9
NC(=O)c1cccnc1Oc1cccc(Cl)c1	0.7	6	65	3	-12	6	4	1.5	nt	-10	0
COc1cc(OC)cc(C(=O)NNC(=O)C2CSC3(C)CCC(=O)N23)c1 (centres undefined)	-0.1	4	-11	1	-1	3	-6	-0.3	-8	-10	-2
CCCCc1nc(SCC(=O)N2CCCC2)c2c(=O)n(C)c(=O)n(C)c2n1	-0.1	-5	-2	16	16	0	-6	0.1	-5	2	2
CSc1ccc(-c2ccco2)nn1	0.0	5	nt	-4	-8	-1	-5	-1.6	26	-3	nt
COc1ccc(C2C(C#N)=C(N)Oc3n[nH]c(-c4ccccn4)c32)c(OC)c1OC (centres undefined)	0.2	11	-1	-3	-9	1	-6	0.0	31	-8	4
CCc1ccc(NC(=O)CSc2ccc(-c3cccnc3)nn2)cc1	-0.5	1	182	9	8	0	-13	1.4	-89	-2	0
Cc1occc1C(=O)NNC(=O)c1nn(C)c(=O)c2ccccc12	2.2	-2	7	0	-4	4	-2	1.4	11	3	-1
CCOC(=O)CC1C(=O)NCCN1C(=O)c1ccc(Cl)cc1Cl (centres undefined)	-1.7	-3	2	-15	-15	1	-5	0.8	-7	-6	23
CCOc1ccc(NC(=O)CC2C(=O)N(c3cccc(OC)c3)C(=O)N2CCOC)cc1 (centres undefined)	-1.0	5	285	-14	-14	-1	-2	1.3	11	0	38
Cc1noc(C)c1S(=O)(=O)N(C)C[C@H]1Oc2c(NS(=O)(=O)c3cn(C)cn3)cccc2C(=O)N([C@H](C)CO)C[C@@H]1C	1.3	-2	nt	-4	7	-2	-1	0.9	3	-7	nt
COC(=O)[C@@H]1C[C@H]1[C@@H](NC(=O)c1cc(C)on1)c1ccccc1	1.3	-2	-36	-4	5	0	2	-2.0	9	-14	nt
CCCc1cc(=O)oc2cc(C)cc(OCC(=O)O)c12	9.0	-1	-13	-17	8	-6	-12	-0.1	8	0	nt
O=C(N/N=C/C=C\c1ccco1)c1cccnc1	1.3	0	-5	-8	16	-7	-2	1.3	-6	-11	7
COc1cc(O)c(C(CC(=O)N2CCN(c3ccccc3)CC2)c2cc(OC)c(OC)c(OC)c2)c(OC)c1 (centres undefined)	3.4	7	152	4	-11	-3	-8	2.1	31	-2	nt
CC1CCCN(C(=O)Cn2nnc(-c3ccc(F)cc3)n2)C1 (centres undefined)	-1.0	-1	-9	11	9	-1	-2	0.7	9	-5	nt
CC1Cc2ccccc2N1C(=O)CSc1ccccc1 (centres undefined)	-0.1	-8	-5	-14	-16	2	6	-2.3	5	0	-3
CC(C)NC(=O)NC(=O)COc1c(F)c(F)cc(F)c1F	-1.9	-9	13	-3	1	-5	4	-1.5	-2	-3	-2
COC(=O)C1C(O)=C(C=Nc2ccc3ccccc3c2)C(=O)CC1(C)C (centres undefined)	0.9	0	-4	0	-10	-1	-5	-0.5	6	-1	-2
O=C(NNc1nc2ccccc2s1)Nc1ccc(Cl)c(Cl)c1	-0.6	0	-4	-10	-10	-1	13	0.6	-14	3	0
CCN(CC)CCCN(Cc1cc2ccc(C)c(C)c2[nH]c1=O)C(=O)NC1CCCCC1	-0.6	0	9	-7	8	-2	-2	1.0	-9	-2	63*
COc1ccccc1/C(O)=C(\C#N)c1nc2ccccc2[nH]1	-0.4	-3	6	5	-7	0	-4	0.1	-28	1	-1
Cc1cc(OCc2cc(C(=O)N(C)C3CCOC3)no2)cc(C)c1Cl (centres undefined)	3.5	-1	212	2	-5	-3	-21	-4.2	-14	-6	-5
CC(NCC(O)COc1ccc(Br)cc1)c1ccccc1 (centres undefined)	1.4	-3	-7	6	-5	-3	-4	-2.0	-13	6	13
COc1ccc(-c2c(C(=O)O)nc3ccccc3c2C(=O)O)cc1	-12	-4	5	1	5	1	1	-0.5	-2	5	2
Cc1ccc(CN(C)C(=O)CN2C(=O)NC3(CCCc4ccccc43)C2=O)c(C)c1 (centres undefined)	0.3	-2	13	20	4	-6	-9	-0.1	1	-6	1
Cc1ccc(NC(=O)C(C)Sc2nc3nc(C)cc(C)n3n2)cc1 (centres undefined)	0.2	-5	6	-3	-3	-2	3	-0.5	13	1	3

Already shown: entries from further up.
SMILES	C-LANA FP	cardiac RTF act	Mot1-301 SUMO	Rtt109 HAT inh	PvdQ inh	Keap1-Nrf2 PPI	dFosB act	CDK5 inh	PfHsp90 yeast 2	Cardiac RTF inh	NSD2 HMT inh
COC(=O)[C@@H]1C[C@H]1[C@@H](NC(=O)c1cc(C)on1)c1ccccc1	1.3	-2	-36	-4	5	0	2	-2.0	9	-14	nt
CCCc1cc(=O)oc2cc(C)cc(OCC(=O)O)c12	9.0	-1	-13	-17	8	-6	-12	-0.1	8	0	nt
O=C(N/N=C/C=C\c1ccco1)c1cccnc1	1.3	0	-5	-8	16	-7	-2	1.3	-6	-11	7
COc1cc(O)c(C(CC(=O)N2CCN(c3ccccc3)CC2)c2cc(OC)c(OC)c(OC)c2)c(OC)c1 (centres undefined)	3.4	7	152	4	-11	-3	-8	2.1	31	-2	nt
CC1CCCN(C(=O)Cn2nnc(-c3ccc(F)cc3)n2)C1 (centres undefined)	-1.0	-1	-9	11	9	-1	-2	0.7	9	-5	nt
CC1Cc2ccccc2N1C(=O)CSc1ccccc1 (centres undefined)	-0.1	-8	-5	-14	-16	2	6	-2.3	5	0	-3
CC(C)NC(=O)NC(=O)COc1c(F)c(F)cc(F)c1F	-1.9	-9	13	-3	1	-5	4	-1.5	-2	-3	-2
COC(=O)C1C(O)=C(C=Nc2ccc3ccccc3c2)C(=O)CC1(C)C (centres undefined)	0.9	0	-4	0	-10	-1	-5	-0.5	6	-1	-2
O=C(NNc1nc2ccccc2s1)Nc1ccc(Cl)c(Cl)c1	-0.6	0	-4	-10	-10	-1	13	0.6	-14	3	0
CCN(CC)CCCN(Cc1cc2ccc(C)c(C)c2[nH]c1=O)C(=O)NC1CCCCC1	-0.6	0	9	-7	8	-2	-2	1.0	-9	-2	63*
COc1ccccc1/C(O)=C(\C#N)c1nc2ccccc2[nH]1	-0.4	-3	6	5	-7	0	-4	0.1	-28	1	-1

(more compounds)
SMILES	C-LANA FP	cardiac RTF act	Mot1-301 SUMO	Rtt109 HAT inh	PvdQ inh	Keap1-Nrf2 PPI	dFosB act	CDK5 inh	PfHsp90 yeast 2	Cardiac RTF inh	NSD2 HMT inh
Cc1cc(=O)[nH]c(N2CCCCC2)n1	-2.2	3	nt	-5	-13	2	6	-3.7	-17	2	-1
CCOC(=O)C1=C(COC(=O)/C=C/c2ccco2)NC(=O)NC1C (centres undefined)	7.5	-4	176	1	-20	-2	-4	1.0	-3	-7	10
Cc1cc(S(=O)(=O)Nc2ccc(C(=O)NCCCN3CCCC3=O)cc2)ccc1F	0.8	1	203	-5	-1	4	-5	-1.1	8	-3	2
Cc1csc(/C(C#N)=N/O)n1	0.1	2	-15	0	11	-4	3	2.6	-11	3	-2
CC1CCCCC1NC(=S)Nc1ccc(SC(F)F)cc1 (centres undefined)	-0.9	2	2	2	10	2	-3	1.7	nt	12	-3
Cc1cc(C)c(C#N)c(SCc2c(F)cccc2[N+](=O)[O-])n1	-0.6	-5	11	9	2	0	-4	0.3	11	1	-2
COc1ccc(S(=O)(=O)N2CCCCCC2)cc1Br	0.2	-1	nt	3	-1	-1	-2	-1.9	4	-1	2
